GRIN3A LBD mod – binders of NR3A ligand-binding domain, primary screen, biophysical, differential scanning fluorimetry, uHTS; Glutamate receptor ionotropic, NMDA 3A (GRIN3A) ligand-binding domain; NR3A LBD differential scanning fluorimetry, Tm shift; 0% = protein alone, 100% = glycine-bound protein; AID 1259313, 2017; Tm shift relative to glycine control, % at 25 µM; 340,000 compounds, 2.5% hits;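 active means melting temperature shift of at least 10% of the positive control shift, at one fixed dose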
mIAP act – activators of mouse IAP, primary screen, biochemical, luminescence, uHTS; intestinal alkaline phosphatase [Mus musculus]; muIAP, CDP-Star luminescence, 30 min; stronger effect = higher value; 1 = vehicle-only enzyme signal, 0 = enzyme-free wells; activation factor at 10 µM; 330,000 compounds, 0.24% hits; AID 2805, 2010;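 active means activation factor of at least 2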; further: the source names both 10 and 20 µM as test concentration; values of inactives mirror those of a sister screen read the other way
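also added = chemiluminescent substrate CDP-Star | test system = mouse IAP enzyme | signal = chemiluminescence readout | compound = DMSO-dissolved test compounds | incubation = 30 min at room temperature | benchmarks = DMSO wells, no-enzyme wells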
A3G deaminase – APOBEC3G DNA deaminase inhibitors, primary screen, biochemical, fluorescence, single-stranded DNA substrate, uHTS. DNA dC->dU-editing enzyme APOBEC-3G (Homo sapiens), Q9HC16. 330,000 compounds, 0.28% hits. inhibition, % at 20 µM. recombinant A3G, ssDNA deamination FAM/TAMRA fluorescence;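 active means inhibition of at least 40% at 20 µM, with no more than 30% in the related APOBEC3A deaminase screen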;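 further: plate controls were DMSO wells with A3G for no effect and wells lacking A3G enzyme for full effect; some compounds called inactive have numbers as strong as hits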
beta cell repl – inducers of MIN6 beta-cell proliferation, primary screen, ATP luminescence, uHTS; MIN6 cells proliferation, ATPlite luminescence, 48 h; cells starved in 0.2% serum; 100% = growth in 10% serum; proliferation, % at 10 µM; 330,000 compounds, 0.29% hits; AID 2380, 2010;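 active means compounds whose signal lies at least 3.5 SD above the mean of all wells on their plate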;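 further: 0% = DMSO-treated cells in low-serum medium and 100% = 10% serum control; some compounds called inactive have numbers as strong as hits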
APOBEC3A inh – APOBEC3A ssDNA deaminase inhibitors, primary screen, selectivity assay for APOBEC3G inhibitor project, biochemical, FAM/TAMRA oligo cleavage fluorescence; inhibition, % at 20 µM; DNA dC->dU-editing enzyme APOBEC-3A (Homo sapiens), P31941; AID 493011, 2011; 330,000 compounds, 0.41% hits; recombinant A3A, FAM/TAMRA ssDNA deamination fluorescence;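 active means at least 40% inhibition at 20 µM here, with at most 30% in a related deaminase screen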;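 further: plate controls were A3A with DMSO for no effect and wells lacking A3A enzyme for full effect; some results filed as inactive read as strong as hits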
Target sequence (P31941 whole entry, looked up): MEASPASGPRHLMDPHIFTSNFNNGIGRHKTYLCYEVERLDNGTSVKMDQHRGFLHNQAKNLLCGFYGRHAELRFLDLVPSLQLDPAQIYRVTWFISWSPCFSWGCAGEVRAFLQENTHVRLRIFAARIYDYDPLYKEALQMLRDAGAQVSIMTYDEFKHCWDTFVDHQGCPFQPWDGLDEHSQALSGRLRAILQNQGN
MPTP block – mitochondrial permeability transition pore inhibitors, primary screen, biochemical, isolated mouse mitochondria, absorbance; 360,000 compounds, 1.4% hits; inhibition, % at 10 µM; Ca2+ swelling absorbance, 30 min;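 active means inhibition of 50% or more, scaled per plate between neutral and stimulator controls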;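 further: 0% = DMSO wells given calcium and 100% = 1 mM EGTA wells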
hIAP act – human IAP activators, primary screen, biochemical, luminescence, uHTS. AID 2524, 2010. purified human IAP, CDP-Star luminescence, 30 min; stronger effect = higher value; 1 = vehicle-only enzyme, 0 = enzyme-free background. Intestinal-type alkaline phosphatase (Homo sapiens), P09923. activation factor at 10 µM. 330,000 compounds, 0.16% hits;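 active means activation factor of the enzyme at least 2-fold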; further: the source names both 10 and 20 µM as test concentration; values of inactives mirror those of a sister screen read the other way
Target sequence (P09923 whole entry, looked up): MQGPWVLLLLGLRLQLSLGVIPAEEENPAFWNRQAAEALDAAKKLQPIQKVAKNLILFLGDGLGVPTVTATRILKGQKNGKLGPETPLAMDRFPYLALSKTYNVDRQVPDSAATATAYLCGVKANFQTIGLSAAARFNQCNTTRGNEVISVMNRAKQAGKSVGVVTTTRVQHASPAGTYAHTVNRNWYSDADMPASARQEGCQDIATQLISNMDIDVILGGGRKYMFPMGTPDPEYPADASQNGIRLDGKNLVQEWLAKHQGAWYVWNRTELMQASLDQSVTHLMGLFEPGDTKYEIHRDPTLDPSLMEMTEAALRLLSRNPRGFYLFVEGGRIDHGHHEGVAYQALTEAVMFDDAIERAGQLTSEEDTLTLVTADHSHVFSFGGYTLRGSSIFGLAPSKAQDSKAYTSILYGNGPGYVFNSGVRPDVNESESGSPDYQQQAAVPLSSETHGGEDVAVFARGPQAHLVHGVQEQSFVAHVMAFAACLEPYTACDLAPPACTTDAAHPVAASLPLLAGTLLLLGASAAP
mIAP block – inhibitors of mouse IAP, primary screen, biochemical, luminescence, uHTS; intestinal alkaline phosphatase [Mus musculus]; purified mouse IAP, CDP-Star luminescence, 30 min; inhibition, % at 10 µM; 330,000 compounds, 0.2% hits;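 active means inhibition of at least 40% at 10 µM in the primary screen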;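 further: plate controls were DMSO with enzyme for no effect and no enzyme wells for full effect; values of inactives mirror those of a sister screen read the other way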
hIAP block – human IAP inhibitors, primary screen, biochemical, luminescence, uHTS; Intestinal-type alkaline phosphatase (Homo sapiens), P09923; purified IAP, CDP-Star luminescence, 30 min; inhibition, % at 10 µM; 330,000 compounds, 0.12% hits;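 active means inhibition reaching a set limit with compound at 10 µM in the primary screen, cut at about 35% in these data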;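 further: plate controls were DMSO wells with enzyme for no effect and no-enzyme buffer wells for full effect; values of inactives mirror those of a sister screen read the other way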
* = called active by the depositor; / = no result given.

SMILES	hIAP act	beta cell repl	GRIN3A LBD mod	MPTP block	APOBEC3A inh	A3G deaminase	hIAP block	mIAP block	mIAP act
COc1cccc(Nc2nc(-c3sc(NC(=O)c4ccccc4)nc3C)cs2)c1	1	-5.2	2.4	-0.2	3.0	22.3	-0.4	0.5	0.995
COc1ccccc1CNC(=O)c1ccccc1NS(C)(=O)=O	0.889	-0.3	1.4	0.9	1.2	-5.5	11.1	-4.0	1.04
COc1ccc(NC(=S)N(CCCN2CCOCC2)Cc2cn(C)c3ccccc23)cc1OC	1.03	-0.6	-0.1	4.9	2.4	0.6	-2.6	5.1	0.949
Cc1cccc(NC(=O)CCCCC(=O)Nc2cccc(C)c2)c1	1.24	-1.3	0.5	1.9	-1.4	-0.4	-23.9	-18.0	1.18
O=C(NCc1ccc(F)cc1)C1CCCN1C(=O)NCc1ccccc1 (centres undefined)	1.08	-0.4	-0.6	0.2	-3.1	-6.8	-7.8	-7.7	1.08
CC1CCCC(C)N1C(=O)COC(=O)CNC(=O)c1ccc(Cl)cc1Cl (centres undefined)	0.956	1.6	-0.4	-1.0	-0.9	-7.5	4.4	3.4	0.966
Cc1nc2cc(NCc3nc4ccccc4n3Cc3ccccc3)ccc2n1C	1.16	-4.2	-0.5	-5.2	-0.3	-2.6	-15.6	-1.1	1.01
O=C(Nc1ccc(Cl)c(Cl)c1)N1CCSC1c1ccco1 (centres undefined)	1.16	-6.0	-3.3	91.8*	-3.9	-0.7	-15.5	-41.9	1.42
CCOc1ccccc1C1N(c2ccc(OC)cc2)C(=O)C2CCCN21 (centres undefined)	0.703	-2.2	0.3	0.0	-4.4	-4.2	29.7	15.4	0.846
CC(C(=O)Nc1ccc(S(=O)(=O)N2CCCC2)cc1)N1CCN(C(=O)c2ccco2)CC1 (centres undefined)	1.14	2.3	2.5	1.1	0.3	1.8	-13.7	3.9	0.961
O=C(CC(=O)Nc1nc(C23CC4CC(CC(C4)C2)C3)cs1)NCCO	0.922	0.4	-1.5	3.4	-3.0	-5.6	7.8	-1.1	1.01
O=[N+]([O-])c1cccc(-c2nnc3ccccn23)c1	1.1	-1.7	1.7	/	-3.4	-7.3	-10.2	11.7	0.883
Cc1nc(-c2cc(C#N)c(Sc3cccc(C(F)(F)F)c3)nc2C)cs1	1.03	3.8	0.2	3.0	-1.6	-3.4	-3.1	13.6	0.864
O=C(CNCCc1ccc(Cl)cc1)Nc1ccc(C(=O)N2CCCCC2)cc1	0.912	-3.1	-2.4	-1.0	1.2	-8.5	8.8	-3.9	1.04
CC(C)CN(C(=O)COC(=O)c1ccccc1NCc1ccco1)c1c(N)n(Cc2ccccc2)c(=O)[nH]c1=O	0.938	0.7	5.0	-0.7	0.0	-6.7	6.2	-7.0	1.07
CCC(C(=O)NC1CCCC1)N(C(=O)Cn1nnc(-c2ccc(C)o2)n1)c1ccccc1OC (centres undefined)	0.93	2.1	-0.3	-0.1	-1.7	-10.6	7.0	-5.6	1.06
Cc1ccc(-c2nc(N3CCOCC3)sc2C(=O)N2CCOCC2)cc1	1.01	0.5	0.6	-1.6	-1.1	-3.0	-1.0	-7.1	1.07
O=C(NN=C1CCCC1)c1cccc(O)c1	1.04	0.6	0.9	-3.4	0.9	-8.9	-3.7	3.3	0.967
CCCC(Oc1ccc(Br)cc1)c1nc2c3cc(OC)c(OC)cc3nc(=S)n2[nH]1 (centres undefined)	1.06	-6.0	16.1*	5.4	-0.4	-1.0	-5.7	2.8	0.972
CC(C)OP(=O)(c1ccc(N(C)C)cc1)C(Nc1ccccc1)c1cccnc1 (centres undefined)	1.11	-0.7	-2.9	0.8	-3.0	-8.4	-10.8	-19.3	1.19

More structures follow:
SMILES	hIAP act	beta cell repl	GRIN3A LBD mod	MPTP block	APOBEC3A inh	A3G deaminase	hIAP block	mIAP block	mIAP act
COc1ccc(-c2nc(N3CCOCC3)nc3n[nH]c(N)c23)cc1	0.799	4.5	-2.0	-0.8	4.7	2.3	20.1	8.7	0.913
COc1cc(-c2nnc(SCc3cc(=O)oc4cc(C)ccc34)o2)cc(OC)c1OC	0.954	-2.7	0.6	1.1	-2.9	-6.5	4.6	15.0	0.85
CCOc1ncccc1C(=O)Nc1ccc(F)c(F)c1	0.936	-3.7	1.1	-2.8	-0.3	-6.0	6.4	-7.6	1.08
CN1C2=NCCN2C(=O)c2ccccc21	0.75	2.6	-0.9	0.4	-3.2	-6.0	25.0	16.2	0.838
Cn1c(SCc2nnc(-c3ccc(F)cc3)o2)nnc1C1COc2ccccc2O1 (centres undefined)	1.05	-2.6	0.1	0.8	0.7	-0.7	-4.6	-7.9	1.08
NC(=O)c1c(NC(=O)C2CCCO2)sc2c1CCCCC2 (centres undefined)	0.978	2.0	-0.4	-0.7	0.5	-4.4	2.2	21.7	0.783
O=S(=O)(NCC(c1ccc2c(c1)OCO2)N1CCN(c2ccccc2)CC1)c1ccccc1 (centres undefined)	1.02	-3.3	3.1	0.1	-3.4	-8.8	-1.9	-6.7	1.07
Cc1ccc2cc3cc(C(=O)NCCC(C)C)oc3nc2c1	0.935	0.3	-1.5	0.5	2.5	0.0	6.5	5.8	0.942
CC(=O)NC(CC(=O)O)c1ccccc1 (centres undefined)	0.933	-0.1	-0.9	0.8	2.5	1.5	6.7	-8.3	1.08
CCCCc1c(O)nc(SCC(=O)NCCc2ccc(OC)c(OC)c2)[nH]c1=O	1.11	-0.9	2.6	-0.4	0.8	-5.3	-11.4	3.5	0.965
COc1ccc(-n2nc(C(=O)Nc3ccc(OC)c(OC)c3)c3c4ccccc4n(C)c3c2=O)cc1	0.977	-4.5	-0.9	-2.1	-3.4	-1.4	2.3	5.8	0.942
Cc1c(OCC(=O)NC2CC(C)(C)NC(C)(C)C2)ccc2c1oc(=O)c1ccccc12	0.681	-4.7	-1.3	-2.0	6.2	2.0	31.9	-6.1	1.06
COc1ccc(CNC(=O)C2CCC(=O)N2C(C)C)c(OC)c1 (centres undefined)	1.05	2.2	-0.8	1.4	-1.9	-6.1	-5.5	-0.4	1
Cc1cccc(-c2nsc(SCC(=O)Nc3cc(C)on3)n2)c1	1.29	-2.9	0.3	1.0	-6.8	-9.0	-29.3	-0.3	1
CCCn1c(SCC(=O)Nc2ccccc2Cl)n[nH]c1=O	1.06	-0.3	0.0	2.8	2.4	-4.3	-5.7	1.8	0.982
CCOC(=O)c1sc(NC(=O)COC(=O)C(CCSC)NC(C)=O)nc1C (centres undefined)	0.986	0.6	-2.2	-1.2	-2.2	-5.7	1.4	9.1	0.909
Cc1ccc(C(=O)OCC(=O)N2CCOCC2)c(C)c1	1.14	0.0	-2.3	0.4	-2.9	-0.8	-13.9	-0.6	1.01
C/C(=N\Nc1nc(N)cc(Cl)n1)c1cccc(N)c1	0.989	0.0	-0.6	-1.0	-1.3	-0.2	1.1	-13.3	1.13
CCOC(=O)C1C(=O)NC(SCC(=O)Nc2nccs2)=C(C#N)C1c1ccccc1OCC (centres undefined)	1.13	-4.5	-6.5	0.9	-0.6	14.4	-13.1	20.7	0.793
C#CCn1c(=NC(=O)CN2C(=O)CCC2=O)sc2cccc(OC)c21	0.983	-0.3	-1.7	0.7	1.4	-3.1	1.7	7.1	0.929

Record cards, from the list above. Screens in order: hIAP act	beta cell repl	GRIN3A LBD mod	MPTP block	APOBEC3A inh	A3G deaminase	hIAP block	mIAP block	mIAP act
Record of Cc1nc2cc(NCc3nc4ccccc4n3Cc3ccccc3)ccc2n1C → 1.16	-4.2	-0.5	-5.2	-0.3	-2.6	-15.6	-1.1	1.01
Record of CCCC(Oc1ccc(Br)cc1)c1nc2c3cc(OC)c(OC)cc3nc(=S)n2[nH]1 (centres undefined) → 1.06	-6.0	16.1*	5.4	-0.4	-1.0	-5.7	2.8	0.972
Record of Cc1ccc(C(=O)OCC(=O)N2CCOCC2)c(C)c1 → 1.14	0.0	-2.3	0.4	-2.9	-0.8	-13.9	-0.6	1.01

(further entries)
SMILES	hIAP act	beta cell repl	GRIN3A LBD mod	MPTP block	APOBEC3A inh	A3G deaminase	hIAP block	mIAP block	mIAP act
CN1CCN(CCCOc2ccc(-c3ccccc3)cc2)CC1	0.765	-4.3	0.1	4.5	-6.2	-6.2	23.5	-6.4	1.06
Cc1cc(C)c2c(-n3cccc3)c(C(=O)NNS(=O)(=O)c3ccc(Br)cc3)sc2n1	1.12	-6.0	-15.5	16.5	-0.8	-6.0	-11.9	7.9	0.921
CCOc1ccc(C)cc1S(=O)(=O)N1CCCCC1	0.96	1.6	-2.7	1.8	0.7	-1.1	4.0	9.8	0.902
NS(=O)(=O)c1ccc(Nc2nc(-c3ccc(O)cc3)cs2)cc1	0.925	-3.6	3.5	-2.0	3.0	-3.6	7.5	6.4	0.936
CCOc1ccccc1NC(=O)C1CCCN(S(=O)(=O)c2ccc(OC)c(C)c2)C1 (centres undefined)	1.02	-1.3	-5.5	-1.6	-1.2	-1.8	-1.9	-9.9	1.1
O=C(NNC(=O)C12CC3CC(CC(C3)C1)C2)c1cccc(O)c1	1.05	-0.3	-0.8	-0.6	-5.5	-7.6	-4.8	8.4	0.916
CCc1ccc(OCCNC(=O)c2cc(SC)ccc2Cl)cc1	0.937	-3.0	0.3	8.0	1.4	-2.6	6.3	-12.1	1.12

Compound activity as filed in PubChem BioAssay.

This is a random part of the collection; overall some 5% were active at least once.
